Source: PubChem (several laboratories)
Rpn11 inh: inhibitors of human proteasome Rpn11. calls only at 20 µM. 0.59% of 360,000 active. human 26S proteasome, Ub4-pepOG fluorescence polarization; 20S core pre-blocked with epoxomicin;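 active = inhibition at 20 µM, scaled to each plate's controls, above about 33%, limit read from the data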
Target sequence (O00487 whole entry, looked up): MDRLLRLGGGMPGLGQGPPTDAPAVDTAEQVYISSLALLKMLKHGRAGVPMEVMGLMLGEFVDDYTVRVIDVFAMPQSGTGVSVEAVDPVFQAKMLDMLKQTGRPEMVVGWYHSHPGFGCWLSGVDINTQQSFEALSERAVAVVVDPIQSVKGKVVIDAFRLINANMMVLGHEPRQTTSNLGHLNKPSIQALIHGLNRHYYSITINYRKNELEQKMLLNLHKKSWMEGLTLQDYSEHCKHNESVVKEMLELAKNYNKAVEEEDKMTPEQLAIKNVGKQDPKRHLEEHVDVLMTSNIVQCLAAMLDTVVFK
bovine MsrA act: activates bovine MsrA enzyme | purified bovine MsrA, absorbance read-out | activation, % at 10.6 µM | 0.3% of 360,000 active | AID 602163; in the data active = activation above about 7.5%;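 also: 0% = vehicle and 100% = reference activator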
MT1-MMP act inh: MT1-MMP (human) activation inhibition; HT1080 RFP-PRO-GFP cells, GFP/RFP ratio fluorescence, overnight; percent of plate control window, DMSO zero; GFP/RFP ratio change, % at 20 µM; 0.061% of 360,000 active; AID 651647;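 active = GFP/RFP ratio change of at least 30% with cell ATP level not reduced by more than half and red fluorescence within 50% of control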; also: strong numbers were not always called active
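Assay system: HT1080 cells carrying an RFP-PRO-GFP reporter | Dosing: Single dose of 20 µM compound, 1% DMSO final | Incubation: Cells overnight before dosing, compound overnight, 37 °C, 5% CO2 | Evaluation: GFP/RFP fluorescence ratio | Control set: DMSO and RFP-L50D-GFP cell wells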
CSN inh: CSN deneddylation inhibition | Purified CSN, SCF-Nedd8-OG deneddylation, fluorescence polarization | inhibition, % at 12.5 µM | 0.38% of 360,000 active | AID 651999;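 active = pattern-corrected inhibition above about 35%, with an unprinted fluorescence ratio check between 0.5 and 1.5, limit read from the data, passing the limit was not always enough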;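 also: 0% = enzyme with substrate and 100% = substrate without enzyme; some results filed as inactive read as strong as hits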
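Detection – fluorescence polarization · System – HEK293T-derived human Csn5 enzyme · Controls – substrate-only high control, full reaction low control · Timing – 90 min, room temperature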
MsrA inhibitor: inhibitors of bovine MsrA | purified bovine MsrA, absorbance read-out | 0.75% of 360,000 active | AID 651718 | inhibition, % at 15.5 µM; in the data active = inhibition above about 4.5%;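 also: 0% = vehicle wells with enzyme and 100% = reference inhibitor wells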
Rin1 Abl inh: inhibitors of human Rin1-Abl protein interaction. TR-FRET Rin1/Abl binding, biochemical. inhibition, % at 7.35 µM. 0.4% of 360,000 active. AID 588664; in the data active = inhibition above about 5%, passing the limit was not always enough
E coli Lon inh: E. coli protease La inhibition. P0A9M0. purified E. coli Lon protease, fluorescence polarization. inhibition, % at 7.94 µM. 0.42% of 360,000 active. AID 602123; in the data active = inhibition above about 13%, passing the limit was not always enough;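 also: 0% = enzyme with probe and DMSO and 100% = no enzyme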
Target sequence (P0A9M0 whole entry, looked up): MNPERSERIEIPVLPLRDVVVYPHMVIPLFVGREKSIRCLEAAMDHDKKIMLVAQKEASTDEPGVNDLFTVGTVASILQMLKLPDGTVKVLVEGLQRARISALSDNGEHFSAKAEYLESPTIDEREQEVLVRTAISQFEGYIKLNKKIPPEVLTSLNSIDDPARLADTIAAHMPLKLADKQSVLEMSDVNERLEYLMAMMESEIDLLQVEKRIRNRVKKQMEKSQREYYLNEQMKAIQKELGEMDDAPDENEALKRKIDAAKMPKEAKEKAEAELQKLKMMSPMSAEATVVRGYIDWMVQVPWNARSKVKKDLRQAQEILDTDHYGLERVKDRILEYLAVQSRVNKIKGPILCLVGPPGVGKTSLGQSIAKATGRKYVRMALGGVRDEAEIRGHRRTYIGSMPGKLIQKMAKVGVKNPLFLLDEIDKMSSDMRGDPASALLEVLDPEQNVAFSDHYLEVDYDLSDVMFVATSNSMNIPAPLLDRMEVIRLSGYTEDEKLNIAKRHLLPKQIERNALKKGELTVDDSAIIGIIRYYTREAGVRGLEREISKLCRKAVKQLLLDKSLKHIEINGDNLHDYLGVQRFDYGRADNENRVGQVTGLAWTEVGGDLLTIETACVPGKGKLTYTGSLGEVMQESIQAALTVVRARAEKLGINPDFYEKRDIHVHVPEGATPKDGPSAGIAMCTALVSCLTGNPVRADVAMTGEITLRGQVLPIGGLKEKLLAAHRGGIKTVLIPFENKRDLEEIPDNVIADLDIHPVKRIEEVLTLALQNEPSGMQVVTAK
FAS TE block: inhibitors of human fatty acid synthase thioesterase domain; recombinant FAS-TE, OMFH fluorogenic substrate, fluorescence endpoint; 0.67% of 360,000 active; inhibition, % at 15 µM; AID 602261; P49327;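 active = compounds whose normalised, plate-corrected inhibition of enzyme fluorescence in the single-dose primary screen is 50% or more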;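 also: 0% = DMSO with enzyme and 100% = substrate without enzyme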
PABP1 MLLE inh: blocks PAM2 peptide binding to the PABP1 MLLE domain. GST-MLLE / FITC-PAM2 fluorescence polarization. P11940. inhibition, % at 20 µM. 0.36% of 360,000 active; in the data active = inhibition above about 35%, passing the limit was not always enough;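 also: plate controls were DMSO wells with GST-MLLE for no effect and wells lacking GST-MLLE protein for full effect; some results filed as inactive read as strong as hits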
* marks the source's active call; other numbers are inactive results; i = inactive; . = no result given; + = active, no number; & = joins results of further samples.

SMILES | Rpn11 inh | bovine MsrA act | MT1-MMP act inh | CSN inh | MsrA inhibitor | Rin1 Abl inh | E coli Lon inh | FAS TE block | PABP1 MLLE inh
Cc1c(NC(=S)N/N=C/c2ccc([N+](=O)[O-])cc2O)c(=O)n(-c2ccccc2)n1C | i | -8 | 1 | -3 | 3.2 | -5 | 9 | 36 | 5
Cc1ccc(S(=O)(=O)NCC(=O)OCC(=O)N2CCN(C(=O)c3ccco3)CC2)cc1C | i | 7 | -1 | -3 | 0.1 | 2 | -22 | -8 | -3
CC1(Cc2ccc(F)cc2)C(=O)Nc2c(Cl)ccc(Cl)c21 (centres undefined) | i | 1 | 0 | -1 | -1.5 | -2 | -2 | 17 | 1
O=C(NNC(=O)C1COc2ccccc2O1)c1cccc([N+](=O)[O-])c1 (centres undefined) | i | -2 | -2 | -14 | 0.9 | 2 | -2 | 16 | 4
CN(C)CCO[C@@H](c1ccc(Cl)cc1)c1ccccn1 | i | -2 | 1 | 2 | 0.4 | -2 | -3 | -4 | -2
COc1ccc(-c2nn(-c3ccccc3)cc2C#N)cc1 | i | -9 | 2 | -2 | 0.8 | 0 | -5 | 10 | 2
Cc1ccc(C)c(OCCC(=O)Nc2ccc(S(=O)(=O)N3CCCC3)cc2)c1 | i | -4 | -1 | 0 | 1.0 | 5 | 0 | 20 | 2
COc1ccccc1N1CCN(C(=O)COc2cccc(C)c2C)CC1 | i | -7 | 4 | 7 | -1.0 | 2 | 1 | 6 | -15
O=Cc1ccnc(-c2ccc(OC(=O)c3ccco3)cc2)n1 | i | -2 | 3 | 7 | -0.8 | 1 | -13 | -1 | -4
Cc1ccc(S(=O)(=O)NCCC(=O)NCc2cccnc2)cc1 | i | -3 | 0 | -2 | -0.4 | 0 | -12 | -7 | -4
Clc1ss/c(=N\c2ccccn2)c1Cl | i | -3 | 1 | 3 | 1.1 | -2 | -2 | -1 | 22
Cc1ccc(-c2nc3cccnc3s2)cc1NC(=O)C1c2ccccc2Oc2ccccc21 | i | -2 | 1 | 36* | 1.0 | 0 | -11 | -6 | -48
CN(NC(=O)c1ccccc1)C1=NS(=O)(=O)c2ccccc21 | i | -6 | -1 | -3 | -0.4 | 2 | -7 | -6 | 6
CCOc1ccc(NC(=O)CN(C)C(=O)c2ccc(N3CCOCC3)c([N+](=O)[O-])c2)cc1OCC | i | -1 | 1 | -1 | 0.0 | 0 | -7 | -6 | 7
CCCCCCN1C[C@H](O)[C@@H](n2cc(C3CC3)nn2)C[C@@H]1c1ccccc1 | i | -2 | -4 | -2 | 0.1 | 0 | -6 | -2 | 10
CCC12CN3CC(CC)(CN(C1)C3c1ccc(OC(C)C)cc1)C2=O (centres undefined) | i | 0 | -2 | 4 | 0.7 | 2 | -10 | 1 | 9
COc1ccccc1NS(=O)(=O)c1cccc(NC(=O)c2[nH]c(C)c(C(C)=O)c2C)c1 | i | -6 | 3 | 5 | -0.1 | -2 | -7 | 9 | -4
Cc1noc(NS(=O)(=O)c2ccc(NC(=O)C(C)(C)C)cc2)c1C | i | -6 | 0 | -4 | -0.1 | 1 | 8 | -5 | -2
COc1ccc(C(=O)Nc2ccccc2N2CCOCC2)cc1S(=O)(=O)N1CCCC1 | i | 0 | -3 | -3 | 0.8 | 4 | -4 | 0 | 7
CC(=O)c1cccc(NC(=O)c2cc(C)no2)c1 | i | -3 | 1 | 3 | -0.5 | 0 | -2 | -8 | 3
CCc1nc2ccc(F)cc2c(C(=O)NC2CCCCC2C)c1C (centres undefined) | i | -10 | -8 | -3 | 1.2 | -3 | -9 | -2 | -9
COc1ccc(S(=O)(=O)Nc2cc3c4c(c2)CCN4C(=O)CC3)cc1C | i | -1 | 4 | -2 | -0.7 | -2 | -7 | -11 | -5
COc1ccc(S(=O)(=O)N2CCN(CC(=O)Nc3sccc3C(N)=O)CC2)cc1OC | i | -3 | 4 | -4 | 0.1 | 0 | -3 | -4 | -6
CCOC(=O)C1CCN(c2c(NCc3ccc(N(C)C)cc3)c(=O)c2=O)CC1 | i | -3 | 12 | 1 | 1.5 | 0 | -13 | -5 | 16
Cc1ccc(CNc2oc(COc3ccccc3Cl)nc2C#N)cc1 | i | -10 | 1 | 1 | 0.2 | 3 | -6 | 14 | 1
CC(N)c1csc(Nc2ccc(C(=O)NCCO)cc2)n1 (centres undefined) | i | 0 | 3 | 5 | 2.7 | -3 | -8 | -5 | 2
CC(C)c1ccc(C(C)NC(=O)C2CCCC2)cc1 (centres undefined) | i | -2 | 7 | 0 | 0.6 | -2 | -1 | 1 | 9
CCCCn1c(SCC(=O)c2ccc3c(c2)OCCO3)nnc1-c1ccco1 | i | -2 | 2 | 0 | -0.7 | -4 | 2 | 6 | -9
CCCCNc1c(-c2cccc(SC3CCCCC3)c2)nc2ccc(Cl)cn12 | i | -7&-2 | 1&4 | 2&-1 | -0.3&-0.3 | 2 | -7&-11 | 17&28 | -10
Cc1ccc(-n2nc(C)c(/C=N/NC(=O)c3cccnc3)c2Cl)cc1 | i | -3 | 0 | 4 | -1.1 | 1 | -1 | -11 | 4
Cn1cc(/C=C(\NC(=O)c2ccccc2)C(=O)NCCCn2ccnc2)c2ccccc21 | i | -4 | -3 | 2 | 4.1 | -5 | 6 | -8 | 8
CCCOc1ccc(C(=O)NCc2cccnc2)cc1 | i | 0 | -3 | 0 | -1.0 | 1 | 4 | -7 | -9
O=C(C1CCCN(S(=O)(=O)c2ccccc2[N+](=O)[O-])C1)N1CCCC1 (centres undefined) | i | -4 | 3 | -1 | -0.2 | 0 | 2 | -10 | 9
CN(Cc1ccccc1)C(=S)NC(=O)C1CCCCC1 | i | -4 | -2 | -1 | -0.4 | 1 | 1 | 0 | -6
CCOc1ccc(/C=C2/SC(=S)N(CCC(=O)Nc3ccc(C(=O)O)cc3)C2=O)cc1 | + | -8 | 1 | 24 | -1.3 | 4 | 2 | 9 | 10
CC(C)CC(CO)N1CCN(C(=O)c2ccccc2)CCC1=O (centres undefined) | i | -5 | -4 | -2 | 0.0 | 6 | 1 | -10 | 16
Cc1cc(=S)nc(-c2ccccn2)[nH]1 | i | -1 | 6 | 5 | 0.5 | -2 | 4 | -4 | 23
CCOC(=O)N1CCN(CC(=O)Nc2ccc(OC)cc2)CC1 | i | -3 | 1 | 0 | 0.8 | 0 | -2 | -9 | 16
C1CCc2c(nnc3c2-c2nonc2CC3)C1 | i | 0 | 2 | -2 | 0.8 | -1 | -4 | -8 | 11
COC(=O)c1ccc(Nc2nc(-c3ccncc3)nc3ccccc23)cc1 | + | -7 | -1 | 3 | -0.5 | 4 | 2 | -2 | 1

Quoted at random: four compounds from above, in no set order.
SMILES | Rpn11 inh | bovine MsrA act | MT1-MMP act inh | CSN inh | MsrA inhibitor | Rin1 Abl inh | E coli Lon inh | FAS TE block | PABP1 MLLE inh
O=C(C1CCCN(S(=O)(=O)c2ccccc2[N+](=O)[O-])C1)N1CCCC1 (centres undefined) | i | -4 | 3 | -1 | -0.2 | 0 | 2 | -10 | 9
Cc1ccc(-n2nc(C)c(/C=N/NC(=O)c3cccnc3)c2Cl)cc1 | i | -3 | 0 | 4 | -1.1 | 1 | -1 | -11 | 4
CN(NC(=O)c1ccccc1)C1=NS(=O)(=O)c2ccccc21 | i | -6 | -1 | -3 | -0.4 | 2 | -7 | -6 | 6
COc1ccc(C(=O)Nc2ccccc2N2CCOCC2)cc1S(=O)(=O)N1CCCC1 | i | 0 | -3 | -3 | 0.8 | 4 | -4 | 0 | 7

Additional entries.
SMILES | Rpn11 inh | bovine MsrA act | MT1-MMP act inh | CSN inh | MsrA inhibitor | Rin1 Abl inh | E coli Lon inh | FAS TE block | PABP1 MLLE inh
O=C(Nc1ccc(Cl)c(Cl)c1)OCCNC(=O)c1cccc(Cl)c1 | i | -5 | 4 | 0 | 0.1 | -2 | 0 | 27 | -3
COc1cccc(NC(=O)CCNC(=O)Cn2ccc3ccccc3c2=O)c1 | i | -5 | 0 | -1 | -0.4 | 1 | -12 | -5 | -5
COC(=O)CC1Oc2ccccc2N(Cc2ccccc2)C1=O (centres undefined) | i | -4 | 2 | -2 | -0.7 | 3 | 2 | 7 | 21
C=CCOC(=O)C1=C(C)NC(C)=C(C(=O)OCC=C)C1c1cn(-c2ccccc2)nc1-c1ccco1 | i | 3 | -11 | 0 | -0.9 | -4 | 8 | -2 | 13
COC(=O)C1=C(C)N(Cc2ccco2)C(=O)C1 | i | 1 | 0 | 7 | -1.6 | -2 | -18 | -1 | 12
CN(/C=C/C(=O)C(F)(F)F)Cc1ccccc1 | i | -3 | -4 | -3 | 2.0 | -4 | 8 | -6 | 24
CC(CN1C(C)CCCC1C)OC(=O)c1ccccc1Br (centres undefined) | i | 0 | 3 | 0 | 0.6 | 2 | -1 | -1 | 3
CC(=O)CSc1ccc(C(=O)O)cn1 | i | 1 | -2 | 3 | 0.4 | -3 | 1 | -11 | 8
O=C(Cn1c(=O)oc2ccccc21)Nc1ccc(S(=O)(=O)N2CCCCC2)cc1 | i | -4 | 3 | 6 | -0.8 | -2 | -5 | -1 | 7
COCCN(C(=S)Nc1ccccc1C)C(C)c1cccs1 (centres undefined) | i | -2 | 0 | -9 | -0.6 | -3 | 11 | 2 | -58
COc1ccccc1OCCn1cc(/C=N/NC(N)=S)c2ccccc21 | i | -8 | 7 | 8 | 2.4 | 0 | 3 | 6 | -17
CCc1ccc(N2C(=O)CN(Cc3ccc(OC)c(OC)c3)C2=S)cc1 | i | -10 | -10 | -5 | -1.6 | 0 | 2 | -7 | -7
CC(C)CC(N)c1csc(Nc2ccc(C(F)(F)F)cn2)n1 (centres undefined) | i | 1 | 0 | -4 | -0.3 | 2 | -9 | -8 | -29
Cc1ccccc1OCC(=O)NN1C(=O)C2C3C=CC(O3)C2C1=O (centres undefined) | i | -10 | 2 | -6 | -0.5 | -2 | 0 | -4 | 14
O=C(Nc1ccc2c(c1)OCO2)C1CCCCC1 | i | -1 | -1 | 3 | -0.7 | 2 | -23 | -5 | -5
CC1CCc2cc(F)ccc2N1C(=O)CCl (centres undefined) | i | -4 | 0 | -1 | . | -1 | 0 | -3 | -11
O=C1CCC2CN3CCc4c([nH]c5ccccc45)C3CC2C1 (centres undefined) | i | -2 | -77 | -21 | 1.1 | 2 | -58 | -6 | 17
O=[N+]([O-])c1ccc(N2CCOCC2)cc1O | i | -2 | 0 | 2 | 0.5 | -9 | 2 | -5 | -2
Cc1cc(NCc2ccco2)nc(N2CCC(C(=O)NC3CCCCC3)CC2)n1 | i | 0 | 0 | -8 | -1.6 | 1 | -3 | 3 | 0
CC(C)CC(NC(=O)OC(C)(C)C)c1cn([C@@H](Cc2cc3ccccc3[nH]2)C(=O)N2CCN(C(=O)OC(C)(C)C)CC2)nn1 (some centres undefined) | i | 1 | 2 | -4 | -1.1 | 4 | 19 | 13 | -1
CC1(C)CC(c2nc(-c3ccc(Cl)cc3)cs2)CCS1 (centres undefined) | i | -5 | 4 | 2 | 0.4 | 3 | -4 | 27 | -13
COc1ccc(NC(=O)NCCCN2CCCCC2C)cc1 (centres undefined) | i | -16 | 3 | -4 | 0.8 | 2 | -6 | -3 | -2
CN(Cc1ccccc1)C(=O)COC(=O)c1cc(NS(=O)(=O)c2cccs2)ccc1O | i | -3 | -1 | 8 | 1.1 | 3 | 2 | 5 | -2
COC(=O)c1c(-c2snnc2C)n[nH]c1C | i | -8 | 3 | -2 | -0.5 | -3 | -1 | -5 | -5
